# Screening data (PubChem BioAssay)
# IDE cell inh = human IDE inhibitors in live cells, primary screen, fluorescence polarization, HEK cells, FAbetaB substrate | FAbetaB cleavage | inhibition, % at 5.59 µM | 320,000 compounds, 0.41% hits | Insulin-degrading enzyme (Homo sapiens), P14735;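 active means percent inhibition above the average of all tested compounds plus 3 SD, set per screening campaign, cut at about 16% in these data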;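 further: IDE supplied by intact live HEK cells; FP after avidin binding of uncleaved biotin substrate so inhibition keeps polarization high; 0% = DMSO wells and 100% = 60 µM reference IDE inhibitor Ii1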
# CRFBP-R2 agonist = agonists of CRF-BP/CRF-R2 complex, primary screen, cell-based, HEK293, calcium dye fluorescence, uHTS | activation, % at 13.2 µM | AID 588473, 2011 | 350,000 compounds, 0.46% hits | calcium dye fluorescence (FLIPR); percent of saturating CRF peptide response;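 active means activation of at least 50%, plus an integration ratio under a set limit after plate pattern correction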;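 further: plate controls were neutral control wells without compound for no effect and CRF at EC100 for full effect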
# CHRM4 PAM = human M4 muscarinic receptor positive allosteric modulators, primary screen, CHO-K1 cells, Fluo-8 calcium fluorescence | CHO-K1 hM4/Gqi5, ACh EC20; 0% = ACh EC20, 100% = maximal ACh | activation, % at 3 µM | 360,000 compounds, 0.4% hits | AID 624126, 2012;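 active means activation above its plate's cutoff, the mean activation of sample wells plus 3 SD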; further: some results filed as inactive read as strong as hits
# Target sequence (P08173 whole entry, looked up): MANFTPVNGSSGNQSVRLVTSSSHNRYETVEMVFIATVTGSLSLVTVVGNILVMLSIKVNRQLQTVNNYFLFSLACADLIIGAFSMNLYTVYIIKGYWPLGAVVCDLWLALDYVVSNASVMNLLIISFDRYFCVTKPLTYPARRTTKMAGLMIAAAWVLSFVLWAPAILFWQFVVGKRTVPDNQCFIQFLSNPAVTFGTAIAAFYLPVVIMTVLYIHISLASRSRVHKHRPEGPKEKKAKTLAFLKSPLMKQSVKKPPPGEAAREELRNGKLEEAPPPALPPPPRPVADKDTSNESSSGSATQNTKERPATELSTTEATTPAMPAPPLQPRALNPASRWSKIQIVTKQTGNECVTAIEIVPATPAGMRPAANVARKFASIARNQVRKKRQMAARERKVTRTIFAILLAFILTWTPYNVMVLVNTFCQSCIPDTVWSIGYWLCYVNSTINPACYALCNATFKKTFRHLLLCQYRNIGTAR
# M5 PAM = human M5 muscarinic receptor positive allosteric modulators, primary screen, CHO-K1 cells, Fluo-8 calcium fluorescence; CHO-K1 hM5, ACh EC20 PAM; 0% = ACh EC20, 100% = ACh EC100; activation, % at 3 µM; 360,000 compounds, 0.3% hits; AID 624038, 2012;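 active means activation above the run cutoff, the mean activation of all test compounds plus 3 SD, cut at about 18% in these data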
# Target sequence (P08912 whole entry, looked up): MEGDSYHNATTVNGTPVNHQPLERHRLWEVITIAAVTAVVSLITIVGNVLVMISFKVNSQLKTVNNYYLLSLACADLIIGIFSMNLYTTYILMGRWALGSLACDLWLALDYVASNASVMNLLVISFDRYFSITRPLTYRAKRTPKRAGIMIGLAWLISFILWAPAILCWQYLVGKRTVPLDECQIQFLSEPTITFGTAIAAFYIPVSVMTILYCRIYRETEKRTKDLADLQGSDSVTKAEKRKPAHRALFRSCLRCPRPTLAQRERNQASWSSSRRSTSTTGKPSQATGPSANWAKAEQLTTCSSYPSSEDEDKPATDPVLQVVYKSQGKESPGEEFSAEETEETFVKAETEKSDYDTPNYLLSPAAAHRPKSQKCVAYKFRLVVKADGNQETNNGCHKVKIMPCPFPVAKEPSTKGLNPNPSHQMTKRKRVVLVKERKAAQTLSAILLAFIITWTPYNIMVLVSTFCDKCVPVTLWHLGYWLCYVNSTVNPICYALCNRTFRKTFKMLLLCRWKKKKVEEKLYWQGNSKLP
#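 Assay system – human M5 receptor in CHO-K1 cells · Read-out – % activation, ACh-normalized · Technique – Fluo-8 calcium fluorescence · Dosing – single-point, 3 µM nominal · Incubation – Fluo-8 loading 80 min at 37 °C plus 30 min room temperature · Repeats – singlicate, one well per test compound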
# CRFR2-BP antag = antagonists of CRF-BP/CRF-R2 complex, primary screen, cell-based, HEK293, calcium dye fluorescence, uHTS; 350,000 compounds, 0.59% hits; inhibition, % at 11.8 µM; CRF-induced calcium fluorescence; AID 588475, 2011;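 active means inhibition of the ligand-induced calcium signal above about 50% at the single tested concentration, limit read from the data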
# M5 antag = human M5 muscarinic receptor antagonists, primary screen, CHO cells, Fluo-8 calcium fluorescence. Muscarinic acetylcholine receptor M5 (Homo sapiens), P08912. CHO-hM5 cells, ACh EC80. inhibition, % at 3 µM. 360,000 compounds, 0.59% hits. AID 624040, 2012;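 active means inhibition above a per-plate cutoff, the mean of that plate's test compounds plus 3 SD, cut at about 27% in these data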;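 further: 0% = acetylcholine EC80 with DMSO and 100% = DMSO without agonist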
# M4 ag = human M4 muscarinic receptor agonists, primary screen, CHO-K1 cells, Fluo-8 calcium fluorescence. activation, % at 3 µM. CHO-K1 hM4/Gqi5; vehicle 0%, full acetylcholine response 100%. Muscarinic acetylcholine receptor M4 (Homo sapiens), P08173. AID 624127, 2012. 360,000 compounds, 0.14% hits;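 active means activation above the run mean over all test wells plus 3 SD, cut at about 32% in these data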;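 further: peak over basal fluorescence ratio per well then scaled between controls; 0% = DMSO wells and 100% = acetylcholine at EC100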
# CHRM4 antagonist = human M4 muscarinic receptor antagonists, primary screen, CHO cells, Fluo-8 calcium fluorescence; Muscarinic acetylcholine receptor M4 (Homo sapiens), P08173; 360,000 compounds, 0.73% hits; CHO-hM4 cells, ACh EC80; inhibition, % at 3 µM;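 active means inhibition above its plate's cutoff, the mean inhibition of sample wells plus 3 SD, cut at about 27% in these data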;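 further: 0% = acetylcholine EC80 with DMSO and 100% = DMSO without agonist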
# CHRM5 agonist = human M5 muscarinic receptor agonists, primary screen, CHO-K1 cells, Fluo-8 calcium fluorescence. CHO-K1 hM5 cells; 0% DMSO wells, 100% maximal acetylcholine response. 360,000 compounds, 0.19% hits. AID 624037, 2012. activation, % at 3 µM;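 active means activation above the run's mean over test compounds plus 3 SD, cut at about 23% in these data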;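 further: signal is peak over basal fluorescence ratio across the kinetic read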
# The depositor's hits bear a star; nt = not tested or not shown.
SMILES,IDE cell inh,CRFBP-R2 agonist,CHRM4 PAM,M5 PAM,CRFR2-BP antag,M5 antag,M4 ag,CHRM4 antagonist,CHRM5 agonist
Cc1cc(=O)n2nc(N3CCCC3C(=O)Nc3cccc(F)c3)sc2n1 (stereo unspecified),5,-1.7,8,1,10,-4,1,-32,-2
CCC(=O)c1cc2c(C)cc(=O)oc2c(C)c1O,0,0.4,12,6,-8,-3,1,-17,-2
COc1ccc(NC(=O)CN(C)C(=O)CCNC(=O)c2ccccc2OC)cc1,7,-1.6,6,3,-8,7,1,-9,1
CCCCNC(=S)N(C)/N=C/c1ccccc1F,-2,-0.5,-7,-2,-4,8,0,-5,-1
CCc1cccc(NC(=O)C2CCN(S(=O)(=O)c3cccs3)CC2)c1,3,1.6,-7,-13,-11,-1,12,-8,4
COc1cc2nc(CN3CCN(S(=O)(=O)c4c(F)cccc4F)CC3)[nH]c(=O)c2cc1OC,-2,-0.3,1,2,-5,4,1,-3,1
CCOC(=O)c1cnc2c(Cl)cccc2c1NCCCN1CCOCC1,1,-0.7,-2,-1,1,20,0,8,-6
O=C1c2ccccc2OCOc2ccccc21,3,0.0,-2,-6,1,9,0,6,0
Cc1noc(C)c1NC(=O)Nc1ccc2c(c1)C(=O)N([C@H](C)CO)C[C@H](C)[C@@H](CN(C)S(C)(=O)=O)O2,-2,-0.5,7,-1,-8,9,0,0,-1
COC(=O)c1cc(C)nc2c1C(=O)C(=O)C=C2N1CCOCC1,-1,-4.3,-8,-4,-8,-4,4,-2,5
CN1CCN(S(=O)(=O)c2ccc(NC(=O)c3ccc(F)cc3Cl)cc2)CC1,3,4.2,2,16,-4,-4,1,-11,0
CCOc1ccc(NC(=O)CSc2nnc(N)s2)c([N+](=O)[O-])c1,-7,0.1,-2,-1,4,10,0,-2,1
CCN(CC)c1ncnc2c1ncn2[C@H]1CN(Cc2ccccc2)C[C@@H](COC(C)=O)O1,nt,nt,9,2,nt,-9,7,-27,-1
COc1ccc(OCC(O)CN(CC(O)COc2ccc(OC)cc2)c2cccc(O)c2)cc1 (stereo unspecified),5,4.8,-7,-10,-8,26,19,2,-3
O=C(Nc1ccccc1C(=O)N1CCOCC1)c1cc2ccccc2o1,-2,-1.9,-4,-6,-14,7,7,3,-1
COc1ccccc1-n1c(SCC(=O)NC2CCCCC2)nc2c(c1=O)SCC2,2,-0.7,3,-1,-2,3,-3,-6,1
Cc1ccc(NC(=S)NCCO)c(C)c1,3,-0.5,16*,6,-4,-3,1,11,-3
O=C1CCC(C(=O)N2CCCC(C(=O)c3ccc4ccccc4c3)C2)=NN1 (stereo unspecified),15,-3.1,8,8,9,-12,6,-16,-2
C[C@@H](CN1C(=O)C(=O)NC[C@@H]1C)NC(=O)CC12CC3CC(CC(C3)C1)C2,-1,0.7,5,-7,-3,14,1,10,0
COC(=O)[C@@H]1C[C@H]1[C@@H](NC(=O)c1ccccc1)c1ccccc1,2,-2.7,10,1,5,-4,2,-7,1
COc1ccc(/C=C(/NC(=O)c2cccs2)C(=O)N2CCOCC2)cc1OC,4,0.3,0,-7,7,6,1,-1,4
Cc1oc(-c2ccc(Cl)cc2)cc1C(=O)NC1CCN(Cc2ccccc2)CC1,0,0.2,-5,4,-33,4,5,1,-3
Cc1cc(C)c(S(=O)(=O)N2CCCC(C(=O)NC3CC3)C2)c(C)c1 (stereo unspecified),-2,0.3,8,3,17,0,3,-2,0
CCC1(c2ccccc2)NC(=O)N(CC(=O)N2CCc3ccccc32)C1=O (stereo unspecified),1,7.0,4,4,-25,-1,7,-21,9
COc1ccc(-c2nnc(SCC(=O)NNC(=O)Cc3ccccc3)n2C)cc1OC,3,-2.0,2,3,5,-3,0,1,-2
O=C(O)C1CCN(C(=O)OCc2ccccc2)CC1,0,-0.5,-3,5,1,-2,0,0,0
C/C(=C\C(=O)Nc1cc(C)on1)c1ccccc1,5,-0.1,1,-3,-34,-8,2,-8,4
COc1ccc(CCNCC(C)c2ccccc2)cc1 (stereo unspecified),2,-1.7,-10,-6,24,7,0,18,-10
CCCCn1c(SCC(=O)Nc2cccc(C)n2)nnc1-c1ccco1,1,-1.3,9,12,0,1,2,-7,0
CC#CCOC(=O)c1c(C)nc2sc3c(c2c1N)CCC(O)C3 (stereo unspecified),-2,0.0,5,-8,0,1,9,-13,8
CN1/C(=C\C=C(C#N)C#N)C(C)(C)c2ccccc21,8,84*,13,4,-81,-7,1,-8,1
O=C(CSc1ccsc1[N+](=O)[O-])Nc1cccc(F)c1,nt,-0.6,-8,-6,1,13,3,5,-3
O=C(NCc1ccco1)C1CCCN(c2ncnc3c2nc2n3CCCCC2)C1 (stereo unspecified),1,-0.6,5,0,-4,-2,0,-8,-4
O=C(Cc1ccccc1)NCC(=O)OCC(=O)c1ccc(F)cc1,6,-1.3,1,3,-6,1,1,0,-3
COc1cc2c(c(OC)c1OC)C(=O)C(=Cc1ccccc1)O2,nt,-4.1,-5,-1,6,18,5,3,-6
O=C1CCCc2ccccc2N1Cc1ccccc1Cl,6,-0.3,-3,-1,-10,2,-1,4,-6
COc1ccc2c(c1)C1NC(=S)N[C@@](C)(O2)C1C(=O)Nc1ccccc1 (stereo partly specified),1,0.1,3,5,4,4,3,6,2
COc1ccc(S(=O)(=O)NCC(c2cccnc2)N2CCN(c3ccccc3)CC2)cc1C (stereo unspecified),0,-3.7,-8,-3,-35,4,-1,6,-1
Cc1ccnc(SCc2cn3c(C)cc(C)nc3n2)n1,11,0.8,2,5,5,0,1,-2,1
Cc1ccc(O)c(C(CC(=O)NCc2cccnc2)c2ccccc2)c1 (stereo unspecified),-3,0.5,4,1,1,-8,3,1,0
CCCn1c(C)cs/c1=N\C(=S)Nc1ccccc1,-3,-0.3,5,3,-8,-7,-2,6,-1
COc1ccccc1CNC(=O)COC(=O)c1cc(C)nc2ccccc12,-6,0.9,-4,-6,9,7,10,4,3
O=C(Nc1ccc(NC(=O)c2ccccc2)c2ccccc12)c1ccccc1,nt,0.3,4,3,21,-1,1,-22,1
O=C(c1cccc(S(=O)(=O)N2CCCC2)c1)N1CCN(c2ccccc2)CC1,0,-0.2,15,13,8,-7,-1,-16,2
CC(O)(c1ccccc1)c1nc(-c2ccc(S(C)(=O)=O)cc2)cs1 (stereo unspecified),nt,nt,-4,0,nt,2,2,5,0
Cc1c(C(=O)NCc2ccc3c(c2)OCO3)sc2nc(-c3ccc(F)cc3)cn12,3,3.6,5,1,-6,0,2,-14,5
O=C(NNc1ccccc1[N+](=O)[O-])NC1CCCCC1,-3,0.4,6,-1,-14,-4,1,-15,-5
CC(C)c1ccc(NS(=O)(=O)c2ccc3[nH]cc(C(=O)N4CCC(C(N)=O)CC4)c(=O)c3c2)cc1,6,-2.0,2,-1,-3,-2,1,-3,-1
CCCNC(=O)C1(C)CCCN(Cc2ccc(Cl)cc2)C1 (stereo unspecified),nt,nt,-2,-4,nt,3,0,1,-1
O=C(CN1C(=O)c2ccccc2C1=O)NCC1CCCO1 (stereo unspecified),0,10,-4,-6,23,6,0,4,0
CCCc1nnc(NC(=O)c2nc(S(=O)(=O)Cc3cccc(C)c3)ncc2Cl)s1,-1,0.1,-2,-7,44,12,0,10,-3
O=C1NCCN(Cc2ccc(Cl)c(F)c2)C1CC(=O)N1CCc2ccccc2C1 (stereo unspecified),5,6.6,5,-6,-34,10,1,1,-3
Cc1nc(N2CCN(c3ccccc3)CC2)[nH]c(=O)c1CCC(C)C,-4,-1.5,1,6,1,-3,1,-6,1
COc1ccc(CCNC(=O)CCc2nnc(Cc3ccc4c(c3)OCO4)o2)c(OC)c1,-1,0.5,-6,-7,-12,19,0,11,-2
COc1ccccc1/C=N/NC(=O)NC12CC3CC(CC(C3)C1)C2,1,0.0,8,3,-16,9,0,-12,-2
O=C(CSc1nnc(NC(=O)c2cccc(Cl)c2)s1)NCC1CCCO1 (stereo unspecified),0,-2.0,11,-5,-10,6,0,-11,-6
CC1(C(=O)NCc2cccc(Cl)c2)Cc2c(-c3ccc4c(c3)OCO4)ccnc2O1 (stereo unspecified),nt,nt,-3,-1,nt,0,0,-8,-3
Clc1ccc(OCCSc2ncccn2)cc1,3,-1.5,-3,-1,-3,11,-1,4,-9
COc1ccc(-c2csc(Nc3ccc(S(=O)(=O)Nc4cc(C)on4)cc3)n2)cc1,0,0.1,-5,-9,-14,7,0,5,2
CC(Oc1cc2oc(=O)c3c(c2cc1Cl)CCC3)C(=O)NCCCN1CCCC1=O (stereo unspecified),4,-0.2,1,-3,-4,3,1,4,-4

# More compounds:
SMILES,IDE cell inh,CRFBP-R2 agonist,CHRM4 PAM,M5 PAM,CRFR2-BP antag,M5 antag,M4 ag,CHRM4 antagonist,CHRM5 agonist
O=C1/C(=C\c2ccc(O)cc2)SC(=S)N1/N=C/c1ccc(O)cc1,75*,37,0,1,-48,9,8,4,10
NC(=O)c1nnsc1-c1ccco1,nt,0.7,5,6,0,3,-1,4,2
Cc1ccc(NC(=O)N2CCCN(Cc3ccc(F)cc3)C2)cc1C,-3,-1.8,13,1,-35,-2,5,-6,-3
CCOC(=O)C1(CC2CC2)CCN(C(=O)c2ocnc2C)CC1,-12,0.5,-3,5,-2,-4,0,0,-1
Cc1ccc(S(=O)(=O)N2C(=O)CCC2C(=O)N2CCCCC2)cc1 (stereo unspecified),5,-0.1,2,1,-5,-6,2,0,1
Cc1cccc(C(=O)Nc2cccc(OCC(=O)O)c2)c1,1,1.3,-7,-7,8,12,1,6,-3
Cc1ccc(-n2ccc(=O)c(C(=O)Nc3ccc(S(=O)(=O)Nc4nccc(C)n4)cc3)n2)cc1,6,-0.8,0,-2,-7,10,1,-2,-4
Cc1cc(C)n(C(=O)CCC(=O)NCc2ccccc2)n1,-3,1.1,-8,2,-13,-1,0,4,2

# Single records, as listed above.
# CCOC(=O)C1(CC2CC2)CCN(C(=O)c2ocnc2C)CC1 across the screens: IDE cell inh = -12; CRFBP-R2 agonist = 0.5; CHRM4 PAM = -3; M5 PAM = 5; CRFR2-BP antag = -2; M5 antag = -4; M4 ag = 0; CHRM4 antagonist = 0; CHRM5 agonist = -1
# Cc1ccc(-n2ccc(=O)c(C(=O)Nc3ccc(S(=O)(=O)Nc4nccc(C)n4)cc3)n2)cc1 across the screens: IDE cell inh = 6; CRFBP-R2 agonist = -0.8; CHRM4 PAM = 0; M5 PAM = -2; CRFR2-BP antag = -7; M5 antag = 10; M4 ag = 1; CHRM4 antagonist = -2; CHRM5 agonist = -4

# 3 of the entries above in order of their number in CHRM4 antagonist, ascending:
structure	CHRM4 antagonist
Cc1ccc(NC(=O)N2CCCN(Cc3ccc(F)cc3)C2)cc1C	-6
O=C1/C(=C\c2ccc(O)cc2)SC(=S)N1/N=C/c1ccc(O)cc1	4
Cc1cccc(C(=O)Nc2cccc(OCC(=O)O)c2)c1	6
